PKA-R2B act – activators of human PKA-R2B complex; AID 504700; 340,000 tested, 0.079% active; P22694+P31323; activation, % at 11.4 µM; PKA-R2B holoenzyme dissociation, Cy5-IP20 fluorescence polarization; R2B truncated from residue 108, S112A mutant; 0% DMSO only, 100% 113 µM cGMP;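 active = activation above a cutoff set at the mean over all compounds plus 3 SD, cut at about 18% in these data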;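 note: higher means more holoenzyme dissociation and a rise in polarization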
DAGLB inhibitor – blocks human DAGLB lipase activity; Q8NCG7; HEK293T DAGLB membrane lysate, EnzChek fluorogenic substrate; inhibition, % at 5.17 µM; 340,000 tested, 0.059% active; in the data active = inhibition above about 34%;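 note: 0% = enzyme with vehicle and 100% = wells lacking enzyme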
PvdQ acylase – blocks Pseudomonas aeruginosa PvdQ acylase activity; 340,000 tested, 0.063% active; purified PvdQ acylase, fluorescence plate reader; inhibition, % at 10 µM; in the data active = inhibition above about 30%, passing the limit was not always enough;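 note: 0% = vehicle neutral wells and 100% = reference inhibitor wells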
Arrestin-AP2 inh – inhibitors of human beta-arrestin and AP2 interaction. FITC-arrestin peptide / GST-AP2 beads, flow cytometry; AP2 beta2 appendage carries R879A mutation. 340,000 tested, 0.31% active. inhibition, % at 10 µM;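 active = inhibition above a set limit, near 3 SD of compounds lacking own fluorescence, cut at about 54% in these data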;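 note: plate controls were DMSO wells for no effect and 5 µM unlabelled arrestin peptide for full effect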
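System: GST-AP2 R879A bound to glutathione beads, E. coli-expressed. Also added: 50 nM FITC-arrestin peptide. Schedule: compound with beads 12 min RT, then probe 1 h RT. Signal: bead flow cytometry, FITC channel. Read-out basis: percent response.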
LANA DNA inh – blocks KSHV LANA C-terminal domain binding to DNA. MBP-C-LANA/FAM-LBS DNA binding, fluorescence polarization. inhibition, % at 9 µM. 340,000 tested, 0.078% active. AID 504423;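 active = highest replicate inhibition at or above 60% at 9 µM, even if other replicates fall short; inactive = all replicates below 60% inhibition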;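 note: 0% = neutral control wells and 100% = 4 µM acridine orange control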
NSD2 HMT inh – NSD2 (human) methyltransferase inhibition; NSD2 peptide methylation, AlphaScreen, 120 min; inhibition, % at 12.5 µM; 310,000 tested, 0.54% active; in the data active = inhibition above about 50%
Target sequence (O96028 whole entry, looked up): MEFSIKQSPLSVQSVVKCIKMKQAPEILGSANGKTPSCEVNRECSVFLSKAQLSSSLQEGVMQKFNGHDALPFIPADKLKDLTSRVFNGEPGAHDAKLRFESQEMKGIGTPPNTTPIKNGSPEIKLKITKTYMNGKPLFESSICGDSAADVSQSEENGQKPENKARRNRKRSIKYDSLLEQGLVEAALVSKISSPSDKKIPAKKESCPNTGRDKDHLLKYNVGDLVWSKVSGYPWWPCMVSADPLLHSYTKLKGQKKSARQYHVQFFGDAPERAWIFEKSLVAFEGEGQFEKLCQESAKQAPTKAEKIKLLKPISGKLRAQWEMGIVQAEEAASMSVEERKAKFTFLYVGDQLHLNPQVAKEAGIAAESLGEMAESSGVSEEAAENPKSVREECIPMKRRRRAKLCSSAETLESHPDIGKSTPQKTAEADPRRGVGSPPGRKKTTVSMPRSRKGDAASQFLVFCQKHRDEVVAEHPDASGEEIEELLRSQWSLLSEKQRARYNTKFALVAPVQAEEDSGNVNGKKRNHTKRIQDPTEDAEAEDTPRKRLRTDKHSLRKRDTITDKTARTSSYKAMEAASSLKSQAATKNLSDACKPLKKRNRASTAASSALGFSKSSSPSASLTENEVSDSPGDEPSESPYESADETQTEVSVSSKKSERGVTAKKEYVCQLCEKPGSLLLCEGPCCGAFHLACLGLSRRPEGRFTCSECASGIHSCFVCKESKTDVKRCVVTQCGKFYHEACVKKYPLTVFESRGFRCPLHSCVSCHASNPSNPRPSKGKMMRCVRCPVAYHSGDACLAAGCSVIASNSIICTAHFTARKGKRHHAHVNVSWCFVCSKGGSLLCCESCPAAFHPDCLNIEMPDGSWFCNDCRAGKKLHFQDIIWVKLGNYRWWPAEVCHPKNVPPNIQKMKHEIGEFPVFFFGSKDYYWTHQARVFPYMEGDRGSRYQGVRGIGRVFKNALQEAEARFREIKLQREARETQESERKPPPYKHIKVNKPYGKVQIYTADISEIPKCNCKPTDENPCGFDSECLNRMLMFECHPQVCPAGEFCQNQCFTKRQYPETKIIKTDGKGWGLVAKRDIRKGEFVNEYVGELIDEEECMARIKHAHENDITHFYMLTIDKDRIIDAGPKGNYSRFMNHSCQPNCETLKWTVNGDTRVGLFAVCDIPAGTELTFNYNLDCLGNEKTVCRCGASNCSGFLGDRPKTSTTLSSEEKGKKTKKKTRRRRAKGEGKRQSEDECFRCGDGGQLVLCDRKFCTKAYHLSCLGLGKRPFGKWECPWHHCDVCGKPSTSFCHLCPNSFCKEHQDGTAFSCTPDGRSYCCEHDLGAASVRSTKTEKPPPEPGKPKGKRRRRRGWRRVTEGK
SR-BI DiI-HDL act – SR-BI HDL lipid transfer activation; CHO ldlA[mSR-BI] cells, DiI-HDL uptake fluorescence, 3 h; 100 = double the neutral-control signal; activation, % at 12.5 µM; 320,000 tested, 0.096% active; AID 504775;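 active = mean replicate activation of at least 60% and every replicate at or above 60%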;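 note: 0% = median plate neutral-control signal and 100% = twice that signal; values of inactives mirror those of a sister screen read the other way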
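Test system: SR-BI-overexpressing, LDLR-lacking CHO cells; Also added: labelled HDL, 10 µg/mL; Measured by: bottom-read cell fluorescence after medium removal, ex 550/em 595 nm; Timing: 3 h uptake period with compound, 37 °C; Buffer or medium: F12, 0.5% BSA, 25 mM HEPES; Doses: single compound concentration, delivered by pin transfer.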
RTF Ca sens inh – cardiac RTF calcium desensitization; P19429+P45379; IANBD-labeled cardiac RTF, Ca2+ fluorescence; inhibition, % at 7.15 µM; 340,000 tested, 0.12% active; AID 493244;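 active = inhibition above the mean inhibition of all tested compounds plus 3 SD, cut at about 17% in these data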;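 note: assay run at fixed EC70 calcium of 1.6 mM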
Keap1 Nrf2 FP – disrupts human Keap1 binding to Nrf2 peptide; Q14145; Keap1 Kelch-Nrf2 peptide fluorescence polarization, 1536-well; inhibition, % at 9.4 µM; 340,000 tested, 0.15% active; in the data active = inhibition above about 12%;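 note: human Keap1 Kelch domain with fluorescein labeled Nrf2 9mer peptide probe; 0% = neutral control wells and 100% = peptide positive control; higher means more block of Keap1 binding to Nrf2 peptide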
SR-BI DiI inh – inhibitors of mouse SR-BI mediated HDL lipid uptake; Q61009; ldlA[mSR-BI] CHO cells, DiI-HDL uptake fluorescence, 3 h; inhibition, % at 12.5 µM; 320,000 tested, 0.96% active;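 active = mean replicate inhibition of at least 70% and a set share of replicates each scoring 70 or more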;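 note: 0% = median of neutral control wells and 100% = median of positive control wells; values of inactives mirror those of a sister screen read the other way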
* marks the source's active call; other numbers are inactive results; · = not tested or not shown.

cpd	SMILES	PKA-R2B act	PvdQ acylase	Arrestin-AP2 inh	Keap1 Nrf2 FP	SR-BI DiI-HDL act	SR-BI DiI inh	LANA DNA inh	DAGLB inhibitor	NSD2 HMT inh	RTF Ca sens inh
1	COc1ccccc1N1CCN(S(=O)(=O)c2cn(C)nc2C)CC1	-3	-10	31	1	23	-23	-0.4	2	-1	-10
2	CCCN(C(=O)CSCC(=O)Nc1cccc(C)c1)c1c(N)n(Cc2ccccc2)c(=O)[nH]c1=O	2	-7	1	1	14	-14	0.9	0	0	-11
3	CC(=O)Nc1ccc2c(c1)C(=O)c1ccc(Cl)cc1-2	-1	-5	24	-2	-26	26	-0.2	10	-3	-4
4	CN(C(=O)CSc1nnc(Nc2ccccc2)s1)c1c(N)n(Cc2ccccc2)c(=O)[nH]c1=O	11	-12	-9	-4	-24	24	0.0	1	-1	-3
5	CN1/C(=C\C(=O)c2cccs2)C(C)(C)c2ccccc21	-6	3	-3	-6	-27	27	-1.3	-6	-25	-9
6	CCn1c(COc2cccc(C)c2)nnc1SCC(=O)N1CCCC1	0	-18	1	-2	26	-26	-2.2	-2	18	-17
7	COc1cc([N+](=O)[O-])ccc1NC(=O)Nc1cnccn1	9	-5	7	-3	-12	12	1.0	3	-1	-7
8	CC(=O)NC1(C(=O)O)CCCC1	-4	0	38	0	24	-24	-0.5	-2	·	7

cpd	SMILES	PKA-R2B act	PvdQ acylase	Arrestin-AP2 inh	Keap1 Nrf2 FP	SR-BI DiI-HDL act	SR-BI DiI inh	LANA DNA inh	DAGLB inhibitor	NSD2 HMT inh	RTF Ca sens inh
9	COc1ccc(-c2cc(-c3cc(OC)ccc3O)[nH]n2)cc1	4	-7	24	1	-56	56	1.1	-1	4	14
10	Cc1ccc(CNC(=O)C(=O)c2cn(CC(=O)N3CCOCC3)c3ccccc23)cc1	-10	-7	0	-1	-8	8	2.0	0	-4	-3
11	CC(=O)OCC(=O)Nc1cc(S(=O)(=O)N2CCCCCC2)ccc1Cl	10	-18	1	-5	·	·	0.4	-3	1	-17
12	CCOc1ccc(-c2cc(CCCC(=O)NCc3ccco3)no2)cc1	4	2	-1	3	14	-14	-0.6	0	·	-4
13	C=CCn1c(=N)n(CC(=O)c2ccc(Cl)cc2)c2ccccc21	0	-14	6	-5	-16	16	0.4	0	1	-4
14	Cc1cccc(CCNC(=O)CCc2nc(-c3ccccc3F)no2)c1	-5	-8	0	2	3	-3	0.2	-2	0	-8
15	CCN(C(=O)c1cc2cccc(OC)c2oc1=O)c1ccccc1	-11	5	32	4	-2	2	0.1	0	-4	2
16	CC1(C)O[C@@H]2[C@H](O1)[C@@H](COS(=O)(=O)O)O[C@H]2n1cc(Br)c(=O)[nH]c1=O	6	-9	34	-3	28	-28	-1.5	0	·	-23

cpd	SMILES	PKA-R2B act	PvdQ acylase	Arrestin-AP2 inh	Keap1 Nrf2 FP	SR-BI DiI-HDL act	SR-BI DiI inh	LANA DNA inh	DAGLB inhibitor	NSD2 HMT inh	RTF Ca sens inh
17	Cc1cc(C)cc(C(=O)/C=C2\NC(=O)CS2)c1	4	14	-1	-3	4	-4	-2.1	1	4	3
18	CC1(C)Cc2c(cnn2-c2ccc(F)cc2)C(NC(=O)CCN2CCCC2=O)C1 (centres undefined)	-9	-11	-8	2	1	-1	1.6	-3	3	1
19	CCOC(=O)C1CCN(S(=O)(=O)Cc2ccc(Cl)cc2)CC1	8	7	24	-3	-18	18	0.2	-1	-3	-7
20	CC1CCN(S(=O)(=O)c2cn(CC(=O)N3CCN(C)CC3)c(=O)c3ccccc23)CC1	7	7	-10	-2	-11	11	-1.0	0	0	-1
21	OCC1(CO)COC(CCc2ccccc2)=N1	1	-20	0	0	2	-2	-0.9	-3	1	-4
22	CCOc1ccc(NC(=O)CC(NCc2ccccn2)C(=O)O)cc1 (centres undefined)	0	-7	-5	-1	2	-2	0.6	-1	-6	3
23	Cc1onc(-c2ccccc2)c1C(=O)NCc1ccccc1F	-1	14	12	-1	·	·	-0.8	-2	0	1
24	O=C(NCC1OCCc2ccccc21)c1ccc(NC(=O)c2cccc(Br)c2)cc1 (centres undefined)	6	-15	-4	2	-56	56	0.4	1	-2	0

cpd	SMILES	PKA-R2B act	PvdQ acylase	Arrestin-AP2 inh	Keap1 Nrf2 FP	SR-BI DiI-HDL act	SR-BI DiI inh	LANA DNA inh	DAGLB inhibitor	NSD2 HMT inh	RTF Ca sens inh
25	O=C(NCCCN1CCOCC1)c1ccc(CS(=O)(=O)Cc2ccc(Cl)cc2)o1	-7	-9	-9	-3	15	-15	0.2	1	1	9
26	O=C(NCc1ccccn1)c1c(Cl)cccc1Cl	4	-10	0	-7	31	-31	1.8	0	-1	-11
27	CCOc1ccc(NC(=NCc2ccc3c(c2)OCO3)SC2CC(=O)N(c3ccccc3)C2=O)cc1 (centres undefined)	3	-1	-2	-1	10	-10	0.6	-1	·	-4
28	O=C1CCCN1CCC1CCN(C(=O)Nc2ccccc2)CC1	-9	-4	-7	0	5	-5	0.8	3	-3	5
29	O=C(NNC1=C(C(=O)C(F)(F)F)CCC1)c1cccc(O)c1	-1	-1	21	-6	-56	56	-2.0	-1	2	7
30	Cc1occc1C(=O)Nc1c(F)c(F)c(F)c(F)c1F	5	-14	-1	-5	-4	4	2.8	-4	·	1
31	CCOC(=O)C1CCCN(Cc2ccc(OCC)cc2)C1 (centres undefined)	-10	-20	-7	-2	8	-8	0.8	-3	·	-5
32	COc1cccc(CN2CCN(C(=O)c3cccs3)CC2)c1OC	8	4	13	0	11	-11	1.8	-4	-3	-2

7 consecutive entries from above, quoted:
cpd	SMILES	PKA-R2B act	PvdQ acylase	Arrestin-AP2 inh	Keap1 Nrf2 FP	SR-BI DiI-HDL act	SR-BI DiI inh	LANA DNA inh	DAGLB inhibitor	NSD2 HMT inh	RTF Ca sens inh
6	CCn1c(COc2cccc(C)c2)nnc1SCC(=O)N1CCCC1	0	-18	1	-2	26	-26	-2.2	-2	18	-17
7	COc1cc([N+](=O)[O-])ccc1NC(=O)Nc1cnccn1	9	-5	7	-3	-12	12	1.0	3	-1	-7
8	CC(=O)NC1(C(=O)O)CCCC1	-4	0	38	0	24	-24	-0.5	-2	·	7
9	COc1ccc(-c2cc(-c3cc(OC)ccc3O)[nH]n2)cc1	4	-7	24	1	-56	56	1.1	-1	4	14
10	Cc1ccc(CNC(=O)C(=O)c2cn(CC(=O)N3CCOCC3)c3ccccc23)cc1	-10	-7	0	-1	-8	8	2.0	0	-4	-3
11	CC(=O)OCC(=O)Nc1cc(S(=O)(=O)N2CCCCCC2)ccc1Cl	10	-18	1	-5	·	·	0.4	-3	1	-17
12	CCOc1ccc(-c2cc(CCCC(=O)NCc3ccco3)no2)cc1	4	2	-1	3	14	-14	-0.6	0	·	-4

Following part
cpd	SMILES	PKA-R2B act	PvdQ acylase	Arrestin-AP2 inh	Keap1 Nrf2 FP	SR-BI DiI-HDL act	SR-BI DiI inh	LANA DNA inh	DAGLB inhibitor	NSD2 HMT inh	RTF Ca sens inh
33	Cc1ccc(Nc2nc(=O)c3cccnc3s2)c(Br)c1	-15	-16	-5	3	0	0	0.6	2	-2	7
34	CC#CCCCC(=O)Nc1cc(OC)nc(OC)n1	-2	-12	6	-1	-4	4	0.1	-1	-2	-2
35	O=C(NCc1ccco1)c1ccc(COc2ccccc2[N+](=O)[O-])o1	0	-18	-3	-4	·	30	-1.8	1	5	0
36	O=C1CSC(=S)N1	1	-11	-2	-4	25	-25	0.8	0	·	10
37	C/C(=N\Nc1ccccn1)c1ccc(N2CCOCC2)cc1	6	0	-18	0	21	-21	1.3	1	7	8
38	CC(C)C[C@H](NC(=O)c1[nH]cnc1C(=O)N[C@@H](C)c1ccccc1)C(=O)OCc1ccccc1	-9	0	·	2	-3	3	0.6	-8	·	-3
39	O=C(O)CCc1nn2c3ccccc3n(CC(=O)O)c2nc1=O	-5	20	-5	1	-10	10	-1.7	-6	-2	-8
40	CCN(c1ccc(OC)cc1)S(=O)(=O)c1ccc(-c2ccc(=O)[nH]n2)o1	-14	5	5	3	2	-2	-1.2	-2	-3	5

cpd	SMILES	PKA-R2B act	PvdQ acylase	Arrestin-AP2 inh	Keap1 Nrf2 FP	SR-BI DiI-HDL act	SR-BI DiI inh	LANA DNA inh	DAGLB inhibitor	NSD2 HMT inh	RTF Ca sens inh
41	COC(=O)c1c(/N=C/NOCc2ccc(Cl)cc2)sc2c1CCN(c1ncc(C(F)(F)F)cc1Cl)C2	-1	-15	-3	1	-12	12	-1.8	-1	-3	-7
42	CC1=C(C(=O)OCc2ccccc2)C(c2ccccc2Br)NC(=O)N1 (centres undefined)	5	-11	3	4	-7	7	-0.6	1	-2	-11
43	CC(C)(C)SC(=O)CC1NS(=O)(=O)OC2CCCCC12 (centres undefined)	-4	-4	-2	-2	30	-30	-2.6	1	·	16
44	Cc1ccc(C)c(OCCC(=O)NNC(=O)c2ccccc2F)c1	-3	4	22	2	11	-11	0.2	-1	-1	-22
45	COc1cccc(CNc2nnnn2C)c1	-5	1	19	-3	-2	2	0.9	2	-2	0
46	CCOc1cc(C(=O)NC(C)COC)cc(OCC)c1OCC (centres undefined)	2	2	0	-1	15	-15	-1.4	1	-1	-7
47	Cc1cccnc1Sc1c([N+](=O)[O-])ncn1C	0	-3	-5	-1	16	-16	-1.0	-1	2	-1
48	COc1ccc(OC)c(C2C(C(=O)c3ccc(C)o3)=C(O)C(=O)N2CCCN2CCOCC2)c1 (centres undefined)	7	-16	6	-4	16	-16	1.2	2	1	-10
49	CCOC(=O)C1(Cc2cccc(OC)c2)CCN(Cc2ccccc2OC)CC1	6	8	34	-2	12	-12	-0.7	-3	0	6
50	COc1ccc(NC(=O)CSc2nnc(NC(=O)C3CCC3)s2)c(OC)c1	-7	-20	-23	-3	·	·	1.2	1	·	8
